Fam108B counter: blocks mouse Fam108B hydrolase in RBBP9 counter-screen. recombinant Fam108B, FP-Rh probe fluorescence polarization. inhibition, % at 9.51 µM. AID 1947. 300,000 compounds, 0.33% hits;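 active = inhibition above the screen mean inhibition plus 3 SD, computed separately per campaign, cut at about 18% in these data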;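 note: inhibitors lower polarization as less probe binds the enzyme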
CR mimetic SO: caloric restriction mimetics inhibiting age-related superoxide in yeast; AID 2690; S. cerevisiae aged cells, superoxide DHE fluorescence; active compounds read low; superoxide response (% of plate mean), % at 10 µM; 330,000 compounds, 0.18% hits;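 active = superoxide response under a set limit, about three screen SD below normal, cut at about 65% in these data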;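 note: yeast aged for seven days with compound at 30 °C before DHE staining; 100% = average MFI of all compound-treated wells on the plate with controls excluded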
Efflux pump inh: antifungal efflux pump inhibition, Nile Red retention | S. cerevisiae Candida pump triplex | 330,000 compounds, 0.44% hits | inhibition, % at 10 µM;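 active = plate passing quality check with inhibition over a set limit, or well fluorescence over plate mean plus 4 SD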;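 note: Nile Red retained in pooled yeast measured as flow cytometry median fluorescence; 0% = buffer negative control and 100% = Enniatin B positive control; higher means more Nile Red kept so more efflux inhibition; some compounds called inactive have numbers as strong as hits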
GLD-1 RNA inh: GLD-1-TGE RNA interaction inhibition (C. elegans) | inhibition, % at 5.96 µM | 320,000 compounds, 0.44% hits | purified GLD-1 + fluorescein TGE RNA, fluorescence polarization | AID 2280;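 active = percent inhibition above a per-plate cutoff, the plate mean of test compounds plus 3 SD, cut at about 30% in these data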;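 note: 0% = DMSO wells with GLD-1 and probe and 100% = wells lacking GLD-1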
Target sequence (Q17339 whole entry, looked up): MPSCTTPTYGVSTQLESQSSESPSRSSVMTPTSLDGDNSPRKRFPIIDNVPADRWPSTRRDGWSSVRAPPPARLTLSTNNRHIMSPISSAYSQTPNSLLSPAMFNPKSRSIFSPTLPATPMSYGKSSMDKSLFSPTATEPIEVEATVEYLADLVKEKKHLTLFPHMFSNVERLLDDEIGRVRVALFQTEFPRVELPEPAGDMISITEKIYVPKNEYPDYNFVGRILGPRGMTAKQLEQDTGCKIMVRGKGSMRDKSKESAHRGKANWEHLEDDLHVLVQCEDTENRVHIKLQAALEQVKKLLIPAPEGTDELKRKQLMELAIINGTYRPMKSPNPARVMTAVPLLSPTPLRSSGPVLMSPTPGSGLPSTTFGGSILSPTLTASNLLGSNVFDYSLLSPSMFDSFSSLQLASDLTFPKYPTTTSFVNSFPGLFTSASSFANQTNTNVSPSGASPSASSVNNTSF
ZTA DNA inh: ZTA (EBV) inhibition in EBNA-1 counter-screen; 320,000 compounds, 0.15% hits; inhibition, % at 11 µM; AID 2234; ZTA-DNA binding, fluorescence polarization; P03206; in the data active = inhibition above about 33%
Target sequence (P03206 whole entry, looked up): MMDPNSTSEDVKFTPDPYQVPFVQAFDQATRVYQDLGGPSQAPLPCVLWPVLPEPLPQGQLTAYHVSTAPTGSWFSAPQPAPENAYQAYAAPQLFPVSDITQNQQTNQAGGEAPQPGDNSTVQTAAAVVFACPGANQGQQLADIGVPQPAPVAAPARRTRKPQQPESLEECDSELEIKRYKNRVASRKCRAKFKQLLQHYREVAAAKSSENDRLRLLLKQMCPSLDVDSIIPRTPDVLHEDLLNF
Bcl-xL primary: Bcl-xL (human) inhibition | GST-Bcl-xL / FITC-Bim BH3 peptide fluorescence polarization | inhibition, % at 10.9 µM | 320,000 compounds, 0.7% hits;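 active = inhibition above the mean of all tested compounds plus 3 SD, cutoff set per campaign, cut at about 30% in these data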;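 note: 0% = DMSO wells and 100% = unlabeled Bim-BH3 peptide competitor; inhibitors lower millipolarization by displacing the labeled peptide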
Target sequence (Q07817 whole entry, looked up): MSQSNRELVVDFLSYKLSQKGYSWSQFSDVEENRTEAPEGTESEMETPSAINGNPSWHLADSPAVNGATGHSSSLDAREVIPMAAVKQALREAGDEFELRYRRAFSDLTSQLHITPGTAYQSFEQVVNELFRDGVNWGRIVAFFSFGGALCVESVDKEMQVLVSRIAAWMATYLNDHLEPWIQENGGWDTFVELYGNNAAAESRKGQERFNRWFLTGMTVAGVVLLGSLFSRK
MEX-5 binding: C. elegans MEX-5 TCR-2 RNA binding activity; Q9XUB2; MEX-5/FITC-TCR2 RNA binding, fluorescence polarization; active compounds read low; activity score (negative = inhibition of binding), % at 10 µM; 300,000 compounds, 0.38% hits; AID 1832;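 active = inhibition past about -25% in most replicates, and total fluorescence under double the plate's negative control median, limit read from the data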;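 note: 0% = DMSO and -100% = 5 µM competing unlabeled TCR2 RNA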
EBNA-1 inh: blocks EBNA-1 binding to DNA | EBNA-1 DNA binding, fluorescence polarization | inhibition, % at 14.8 µM | 300,000 compounds, 0.34% hits | AID 1950; in the data active = inhibition above about 28%
MCL1 BIM primary: inhibitors of human MCL1 binding to BIM-BH3 peptide; Q07820; GST-MCL1 / FITC-Bim-BH3 fluorescence polarization; 320,000 compounds, 0.68% hits; inhibition, % at 10.9 µM; AID 2057;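 active = inhibition above the mean inhibition of all tested compounds plus 3 SD, set per campaign, cut at about 40% in these data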;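 note: 0% = DMSO wells and 100% = unlabeled Bim-BH3 peptide control; higher means more loss of mP so more displacement of Bim peptide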
* = called active by the depositor; / = not tested or not shown.

Fields – Bcl-xL primary, CR mimetic SO, Efflux pump inh, ZTA DNA inh, EBNA-1 inh, Fam108B counter, MCL1 BIM primary, GLD-1 RNA inh, MEX-5 binding
- Cc1ccc(NC(=O)CC(O)(C(F)(F)F)C(F)(F)F)cc1
  5, 83, 0.1, 2, 8, 2, 7, 1, 0.6
- CCOC(=O)/C(C#N)=C(/C)c1ccc(OC)cc1
  -3, 94, -0.1, -14, -5, 4, -4, -2, -1.5
- O=C(CN1CCN(Cc2ccccc2F)CC1)Nc1ccccc1Cl
  -4, 128, 0.0, -9, -11, 2, -5, -3, -0.9
- OCCNc1nc2ccccc2n1CCN1CCCCC1
  4, 92, 0.0, 0, 3, -4, 0, -3, 1.3
- O=[N+]([O-])c1ccc(C(=S)N2CCCC2)cc1
  0, 100, 0.2, -1, -2, 6, 1, -6, 1.8
- Cc1ccc(CNc2cc(C(=O)O)ccc2Cl)s1
  6, 101, -0.1, 12, 10, 2, 6, 2, -0.6
- Cc1cc2nc(SCC(=O)Nc3nonc3C)c3c(c2cc1C)CCCC3
  0, 100, -0.2, 7, -5, 1, -5, 5, -1.6
- COc1ccc(Cl)cc1NC(=O)CCNC(=O)OCc1ccccc1
  1, 116, -0.1, -1, 6, 0, 4, 3, 1.0
- COC(/C=C/Nc1ccc(C)c(C)c1)=C(C#N)C#N
  1, 98, -0.1, -6, 2, 4, -2, -4, -0.8
- COc1ccc(NC(=O)c2cccnn2)cc1
  -4, 101, 0.3, 2, -2, 1, -9, 2, -0.1
- O=C(NCCc1ccccc1)N1c2ccccc2Sc2ccccc21
  6, 96, 0.1, -24, 1, 4, 7, -2, -2.1
- COc1ccc2nc(-c3ccc(N)cc3)[nH]c2c1
  -8, 107, 0.1, 1, -2, -3, -7, -10, -2.2
- CC1(C(=O)NCCOc2ccccc2Cl)CC1(Cl)Cl (configuration not stated)
  -1, 115, 0.0, 2, -11, 5, -3, -4, 1.6
- Cc1ccc(-c2cc(C(F)F)nc(NCC3CCCO3)n2)cc1 (configuration not stated)
  7, 106, -0.1, 0, 3, 3, 1, 5, -1.2
- CCN1CCN(S(=O)(=O)c2ccc(Br)s2)CC1
  2, 104, -0.1, 6, 12, 4, -1, 1, 2.2
- CCOC(=O)C(NC(=O)NCc1ccc(F)cc1)(OCC)C(F)(F)F (configuration not stated)
  0, 91, 0.3, -8, -7, 1, -4, -1, -2.2
- NC(=O)Cn1nnc(-c2ccc(C(F)(F)F)cc2)n1
  6, 88, -0.1, -14, -10, 7, -2, -2, -1.6
- CCOC(=O)C1C(=O)CC(C)(O)C(C(=O)OCC)C1c1ccc(OCC)cc1 (configuration not stated)
  0, 105, 0.1, 0, 8, -2, -1, 3, -0.2
- NNC(=O)CNC(c1ccccc1)c1cc(Br)ccc1NC(=O)c1ccccc1Br (configuration not stated)
  1, 95, -0.1, 14, 9, -5, 2, 2, 1.0
- C#CCOCCOCCOCCNc1nc(N2CCN(C(=O)[C@H]([C@@H](C)CC)n3cc([C@@H](N)Cc4ccc(O)cc4)nn3)CC2)nc(N2CCN(C(=O)[C@H](Cc3ccc(O)cc3)n3cc([C@@H](N)CC(C)C)nn3)CC2)n1
  4, 102, 0.0, 0, 4, 3, 5, 6, 1.3
- O=C(Nc1ccccc1NC(=O)c1c(F)c(F)c(F)c(F)c1F)c1c(F)c(F)c(F)c(F)c1F
  3, 98, -0.1, 11, 11, -2, 6, 1, -1.5
- Cc1ccc(N2C(=O)CC(Cc3cccc(C)c3)C2=O)cc1 (configuration not stated)
  8, 104, 0.0, -8, -5, 1, 6, -5, 0.7
- CCN1C(=O)C(CC(=O)Nc2ccccc2Cl)N(NC(=O)c2cccc(F)c2)C1=S (configuration not stated)
  0, 111, 0.0, -14, -5, -2, 5, -1, 0.4
- OCC[C@H]1C[C@H](O)[C@@H](O)[C@@]2(Cc3ccccc3O2)O1
  1, 102, 0.1, -14, -3, -2, 7, 5, /
- Cc1ccc2c(c1)c(C)c(C)n2CC(O)Cn1nnc2ccccc21 (configuration not stated)
  11, 100, -0.2, -7, -12, 1, 11, -1, -2.8
- O=C(NCCS(=O)(=O)N1CCN(c2ccccc2F)CC1)c1c(F)cccc1F
  3, 122, 0.3, -10, -13, -3, -2, -3, 1.3
- Cc1c(C(=O)Nc2ccccc2F)sc2nc3n(c(=O)c12)CCC3
  3, 102, 0.0, 9, -2, 2, 2, 5, -8.4
- CC(C)C(OC(=O)c1cccs1)C(=O)NCc1ccc(F)cc1 (configuration not stated)
  4, 100, 0.1, 1, -10, -3, 3, -1, -0.8
- O=C(N/N=C/c1ccc[nH]1)c1cccc([N+](=O)[O-])c1
  2, 91, 0.2, -12, 0, 10, 5, 3, -0.2
- COC(=O)c1[nH]c(=O)c2ccccc2c1OCc1ccccc1
  9, 88, 0.0, 2, 1, 0, 6, -5, -0.8

3 entries out of the list above, ordered by the number in Efflux pump inh, descending.
smiles	Efflux pump inh
COc1ccc(NC(=O)c2cccnn2)cc1	0.3
CCN1C(=O)C(CC(=O)Nc2ccccc2Cl)N(NC(=O)c2cccc(F)c2)C1=S (configuration not stated)	0.0
CCN1CCN(S(=O)(=O)c2ccc(Br)s2)CC1	-0.1

(continued)
Fields – Bcl-xL primary, CR mimetic SO, Efflux pump inh, ZTA DNA inh, EBNA-1 inh, Fam108B counter, MCL1 BIM primary, GLD-1 RNA inh, MEX-5 binding
- O=C(Cn1ncc2c([nH]c3ccccc32)c1=O)NCCc1ccccc1
  1, 130, 0.1, 14, 6, -15, -4, -1, -2.8
- COc1ccccc1NC(=O)c1cc(N2C(=O)C3C4CCC(C4)C3C2=O)ccc1Cl (configuration not stated)
  3, 94, -0.1, -8, 0, -6, 3, 4, -0.3
- Cc1ccccc1NC(=O)CSc1nnc2ccc(-c3cccnc3)nn12
  2, 104, 0.0, 4, -10, 6, 9, -1, -4.6
- NC(=O)c1ccccc1[N+](=O)[O-]
  2, 109, -0.1, -3, /, /, 0, -1, /
- CC(=O)c1ccc(O)c(CSC2=NCCS2)c1
  4, 112, -0.1, 2, 12, 2, 3, 6, 0.2
- CCOC(=O)C1CCCCN1Cc1ccccc1C(F)(F)F (configuration not stated)
  -2, 91, 0.0, -5, 0, 1, 3, 0, 1.2
- O=[N+]([O-])c1cccc(N(CC2CO2)S(=O)(=O)c2ccccc2)c1 (configuration not stated)
  -2, 111, -0.2, 1, 1, -2, -5, 8, 1.0
- CC(C)NC(=O)C1=NN(c2ccccc2)C(=O)CC1
  2, 121, 0.2, -6, -3, 2, 9, -2, -0.5
- Cc1cccc(C)c1Nc1nnc(SC(C)C(=O)Nc2c(C)n(C)n(-c3ccccc3)c2=O)s1 (configuration not stated)
  4, 117, 0.1, 13, 1, 3, 27, 1, 2.3
- COc1ccc(OC)c(NC(=O)CN(C)S(=O)(=O)c2ccc3nc(C)sc3c2)c1
  0, 99, -0.1, -18, -3, 1, -13, -2, 5.5
- O=C(COc1cc(Cl)c(Cl)cc1Cl)NCCN1CCOCC1
  -2, 93, 0.0, -33, -3, 3, -3, -3, 1.1
- CC(C)(O)C#Cc1ccc(C(=O)NCCC(=O)O)s1
  3, 100, -0.1, 10, 2, 1, 5, 2, 2.4
- CCOC(=O)CSc1nc2cc(S(=O)(=O)Nc3ccccc3OC)ccc2o1
  5, 90, -0.1, 9, 7, 1, 5, -2, -0.6
- CC(C)(C)c1cc(N2CCOCC2)n2ncc(-c3ccc(Cl)cc3)c2n1
  5, 106, 0.0, -12, -3, 5, 1, 7, 0.5
- CC(NC(=O)CCc1nnc(-c2ccccc2)o1)c1ccccc1 (configuration not stated)
  -6, 110, 0.2, -19, -15, 4, 1, -4, -1.5
- Cc1ccc(OCC(=O)NC2=NCCS2)cc1
  -6, 113, 0.7, -14, -13, -9, -4, -7, 0.2
- CCOC(=O)CC1C(=O)NCCN1S(=O)(=O)c1ccc(Cl)c(Cl)c1 (configuration not stated)
  1, 99, 0.2, 16, -5, 0, 2, -5, -0.1
- OCCC1CN(Cc2ccc3nonc3c2)CCN1Cc1ccsc1 (configuration not stated)
  -2, 105, 0.0, 15, 4, 0, 0, 5, 1.0
- Oc1ccc(COCc2ccccc2)c2cccnc12
  3, 69, -0.2, -5, 11, 2, 10, -6, 0.9
- Cc1ccc(C(=O)n2c(-c3ccccc3)cnc2SCC(=O)Nc2ccc(C)cc2C)cc1
  1, 109, 0.1, -12, -3, -5, 4, -5, 1.5
- O=C1CC(N(O)c2ccccc2)C(=O)N1c1ccc(Cl)c(Cl)c1 (configuration not stated)
  12, 86, 0.1, -20, -1, -2, 9, 3, 1.6
- CCC(C)[C@H](NC(=O)c1cn(CC)c2cc3c(cc2c1=O)OCO3)C(=O)NCCCn1ccnc1 (some centres not stated)
  5, 76, -0.1, -1, -3, 4, 7, -1, 1.4
- COc1ccc2c(-c3ccccc3)cc(=S)[nH]c2c1
  -2, 98, 0.6, -7, -5, -1, 1, -4, -1.8
- CCC(C)(C)n1nnnc1C(c1ccccn1)N1CCCCC1 (configuration not stated)
  4, 86, -0.1, -5, 4, 0, 6, 1, 2.6
- COc1cc(C)nc(N2CCC(C(=O)NCC3CCCO3)CC2)n1 (configuration not stated)
  0, 103, -0.2, -3, 8, -1, 2, 2, 0.3
- CC(=O)N1CCc2cc(S(=O)(=O)CCC(=O)NCCc3ccc(Cl)cc3)ccc21
  2, 107, 0.0, -14, -6, -3, 3, 11, -1.6
- C/C=C(\C)C(=O)NCCN1C2=NC[C@@H](Cc3ccccc3)N2C[C@@H]1Cc1ccc(OC)cc1
  5, 98, -0.1, -5, 1, 5, -8, 3, 2.4

12 entries already listed, ordered by SMILES length, falling:
Fields – Bcl-xL primary, CR mimetic SO, Efflux pump inh, ZTA DNA inh, EBNA-1 inh, Fam108B counter, MCL1 BIM primary, GLD-1 RNA inh, MEX-5 binding
- C/C=C(\C)C(=O)NCCN1C2=NC[C@@H](Cc3ccccc3)N2C[C@@H]1Cc1ccc(OC)cc1
  5, 98, -0.1, -5, 1, 5, -8, 3, 2.4
- CCC(C)[C@H](NC(=O)c1cn(CC)c2cc3c(cc2c1=O)OCO3)C(=O)NCCCn1ccnc1 (some centres not stated)
  5, 76, -0.1, -1, -3, 4, 7, -1, 1.4
- Cc1cccc(C)c1Nc1nnc(SC(C)C(=O)Nc2c(C)n(C)n(-c3ccccc3)c2=O)s1 (configuration not stated)
  4, 117, 0.1, 13, 1, 3, 27, 1, 2.3
- CC(=O)N1CCc2cc(S(=O)(=O)CCC(=O)NCCc3ccc(Cl)cc3)ccc21
  2, 107, 0.0, -14, -6, -3, 3, 11, -1.6
- CCOC(=O)CC1C(=O)NCCN1S(=O)(=O)c1ccc(Cl)c(Cl)c1 (configuration not stated)
  1, 99, 0.2, 16, -5, 0, 2, -5, -0.1
- Cc1ccccc1NC(=O)CSc1nnc2ccc(-c3cccnc3)nn12
  2, 104, 0.0, 4, -10, 6, 9, -1, -4.6
- COc1cc(C)nc(N2CCC(C(=O)NCC3CCCO3)CC2)n1 (configuration not stated)
  0, 103, -0.2, -3, 8, -1, 2, 2, 0.3
- CC(NC(=O)CCc1nnc(-c2ccccc2)o1)c1ccccc1 (configuration not stated)
  -6, 110, 0.2, -19, -15, 4, 1, -4, -1.5
- OCCC1CN(Cc2ccc3nonc3c2)CCN1Cc1ccsc1 (configuration not stated)
  -2, 105, 0.0, 15, 4, 0, 0, 5, 1.0
- CC(C)(O)C#Cc1ccc(C(=O)NCCC(=O)O)s1
  3, 100, -0.1, 10, 2, 1, 5, 2, 2.4
- CCOC(=O)C1CCCCN1Cc1ccccc1C(F)(F)F (configuration not stated)
  -2, 91, 0.0, -5, 0, 1, 3, 0, 1.2
- CC(=O)c1ccc(O)c(CSC2=NCCS2)c1
  4, 112, -0.1, 2, 12, 2, 3, 6, 0.2
